Bioassay records deposited in PubChem by several laboratories.
MC4R barr agon: agonists of human melanocortin 4 receptor (MC4R) beta-arrestin; P32245; U2OS MC4R beta-arrestin complementation, luminescence; percent of melanotan II response, DMSO zero; activation, % at 8.9 µM; 360,000 compounds, 0.98% hits; AID 540308;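 active means activation above a per-plate cutoff, the mean activation of sample wells on that plate plus 3 SD, cut at about 8% in these data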
Target sequence (P32245 whole entry, looked up): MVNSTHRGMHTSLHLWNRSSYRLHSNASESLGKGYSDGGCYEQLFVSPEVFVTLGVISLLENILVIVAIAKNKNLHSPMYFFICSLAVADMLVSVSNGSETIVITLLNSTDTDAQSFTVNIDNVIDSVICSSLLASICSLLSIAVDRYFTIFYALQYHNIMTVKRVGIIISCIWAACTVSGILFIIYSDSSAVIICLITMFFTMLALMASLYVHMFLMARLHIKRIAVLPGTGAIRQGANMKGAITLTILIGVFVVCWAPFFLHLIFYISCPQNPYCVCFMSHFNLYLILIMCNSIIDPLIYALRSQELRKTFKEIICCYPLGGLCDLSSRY
ABCB6 inh MLPCN: inhibitors of human ABC transporter ABCB6 | Q9NP58 | 360,000 compounds, 0.19% hits | K562-ABCB6 porphyrin accumulation, flow cytometry, 1 h; active compounds read low | AID 602162 | fluorescence ratio to DMSO, % at 10 µM;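 active means fluorescence ratio to DMSO below 75%, the collection mean minus 3 SD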;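 further: signal is porphyrin accumulated inside mitochondria; 100% equals median channel fluorescence of DMSO control wells; lower ratio means ABCB6 inhibition with less porphyrin fluorescence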
MC4R antagonist: human MC4R antagonism in cAMP assay | MC4R-expressing cells, MTII-stimulated cAMP, LANCE TR-FRET | 360,000 compounds, 0.48% hits | AID 540295 | inhibition, % at 6.5 µM | P32245;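 active means inhibition above its plate's cutoff, the mean of tested wells on that plate plus 3 SD, cut at about 29% in these data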;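 further: 0% = Melanotan II alone and 100% = Melanotan II plus saturating MCL0020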
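Material – human MC4R-expressing U2OS cells · Repeats – no replicates · Detection – TR-FRET with Eu-cAMP and labeled anti-cAMP, 671 nm · Times – compound 30 min, challenge 1 h, detection 1 h · Compound – single nominal compound dose of 6.5 µM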
CaV13 FRET inh: Primary screen for inhibitors of IQ motif and Ca2+-dependent inactivation inhibitor domain binding in CACNA1D, Förster resonance energy transfer in living cells, …. 340,000 compounds, 0.098% hits. AID 743397. inhibition, % at 12.3 µM. HEK cells, CFP/YFP FRET ICDI-IQ, plate reader, 10 min; percent FRET-ratio fall versus neutral wells;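 active means mean replicate inhibition of at least 30% and at least 1% of replicates passing that level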;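 further: 0% = median of the neutral control wells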
Cardio protect: myocardial damage modulation in H9c2 cells; H9c2 cardiomyocytes, H2O2 injury protection, ATPLite, 2 h; protection from H2O2 cell death, % at 20 µM; 360,000 compounds, 0.63% hits;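 active means compounds giving at least 50% protection of heart cells from peroxide-induced death in the single-dose screen, raw or plate-pattern-corrected value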;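 further: 0% = DMSO wells with peroxide and 100% = DMSO wells without peroxide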
PDI inh: PDI (human) enzyme inhibition. P07237. PDI insulin aggregation turbidity, A650, 90 min. inhibition, % at 10 µM. 350,000 compounds, 0.052% hits. AID 588391;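 active means mean inhibition across replicates of 30% or more, whatever share of single replicates reach that level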;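 further: absorbance from insulin aggregation driven by PDI reduction with DTT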
ABHD5-PLIN5 inh: inhibitors of human ABHD5-perilipin-5 interaction; Q00G26+Q8WTS1; Split G. princeps luciferase complementation, luminescence, 4 h; inhibition, % at 4 µM; 360,000 compounds, 0.78% hits; AID 602281;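 active means inhibition above the mean inhibition across every tested compound plus 3 SD, cut at about 22% in these data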;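 further: 0% = DMSO only wells and the 100% control is not disclosed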
N-glyco inh: N-linked glycosylation inhibition | D54 ERlucT glycosylation luciferase reporter, 24 h; percent of 100 nM tunicamycin response | reporter increase, % at 12.5 µM | 360,000 compounds, 0.23% hits | AID 588692;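 active means mean luciferase reporter signal, scaled so untreated is 0 and the glycosylation-blocking control 100, at or above a set limit in every replicate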;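 further: luciferase carries N-glycosylation sites so blocking glycosylation raises the light; 0% = median of neutral control wells and 100% = median of 100 nM tunicamycin wells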
Granule exo inh: lytic granule exocytosis inhibition | inhibition, % at 10 µM | 360,000 compounds, 0.66% hits | AID 651702 | TALL-104 LAMP-1 surface exposure, flow cytometry; cells stimulated with thapsigargin and PMA;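 active means inhibition above about 55%, limit read from the data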
m5-HT2A agonist: mouse HTR2A agonism via beta-arrestin recruitment. CHO-K1 mHTR2A beta-arrestin complementation, luminescence; percent of 30 µM serotonin response. activation, % at 7.6 µM. 360,000 compounds, 0.66% hits;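 active means activation above a run cutoff, the mean activation of all tested compounds plus 3 SD, cut at about 14% in these data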;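 further: 0% = plate median of compound wells and 100% = 30 µM serotonin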
Target sequence (P35363 whole entry, looked up): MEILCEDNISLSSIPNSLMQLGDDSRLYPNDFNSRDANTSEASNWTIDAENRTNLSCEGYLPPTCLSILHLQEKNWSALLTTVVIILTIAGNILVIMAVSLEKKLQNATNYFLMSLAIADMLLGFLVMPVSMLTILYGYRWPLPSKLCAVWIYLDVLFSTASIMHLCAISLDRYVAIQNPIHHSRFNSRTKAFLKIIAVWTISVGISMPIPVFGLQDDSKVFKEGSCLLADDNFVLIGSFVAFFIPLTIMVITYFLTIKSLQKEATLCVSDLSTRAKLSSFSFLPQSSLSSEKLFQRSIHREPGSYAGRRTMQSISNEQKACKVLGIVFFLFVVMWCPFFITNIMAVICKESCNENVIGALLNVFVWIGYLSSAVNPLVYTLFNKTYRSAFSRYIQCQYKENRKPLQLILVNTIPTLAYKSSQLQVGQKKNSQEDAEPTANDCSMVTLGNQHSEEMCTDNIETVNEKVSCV
Starred values were filed as active, the others as inactive; . = no result given.

SMILES	MC4R antagonist	Cardio protect	MC4R barr agon	PDI inh	CaV13 FRET inh	ABHD5-PLIN5 inh	ABCB6 inh MLPCN	Granule exo inh	m5-HT2A agonist	N-glyco inh
COc1cccc(C(=O)Nc2ccc3c(c2)OC[C@H](C)N(CCc2ccccc2)C[C@@H](C)[C@@H](OC)CN(C)C3=O)c1	.	.	.	.	-7	-5	.	4	8	.
COc1cccc(-c2nc(CS(=O)(=O)CC(=O)N3CCc4ccccc43)c(C)o2)c1	5	0	-0.8	.	-10	6	100	2	2	0
CCN(CC)C(=O)N1CCN(C)CC1	5	13	-1.4	1	-5	38*	99	-3	-3	1
Cc1ccc2c(c1)[C@H]1[C@H](CO2)[C@H](c2ccccc2)[C@]2(C)C(=O)Nc3cc(F)ccc3C(=O)N12	14	-7	0.1	-5	-9	-10	100	2	-4	9
O=C(Oc1ccc2c(c1)O/C(=C\c1ccncc1)C2=O)c1cccs1	-11	4	-0.2	17	-11	5	95	6	4	7
O=C(COC(=O)c1cc[n+]([O-])cc1)Nc1cccc(Cl)c1Cl	2	-4	0.1	-2	-5	0	102	1	-4	1
O=C1C2CC=C(Cl)CC2C(=O)N1CCCCCCN1C(=O)C2CC=C(Cl)CC2C1=O (configuration not stated)	3	1	1.5	8	-10	2	102	-2	2	-2
CCNC(=O)C1(C)CCCN(C(=O)C2(c3ccc(Cl)cc3)CCCC2)C1 (configuration not stated)	4	-1	-0.9	9	-5	1	89	2	-1	-6
O=C(O)C1CCN(S(=O)(=O)c2cccs2)CC1	0	-1	-1.7	-16	-3	-6	95	-1	5	1
O=C(CSc1nnc(NC(=O)C2CC2)s1)Nc1ccc2c(c1)OCCO2	-4	1	-1.0	-10	3	0	95	-4	-1	-1
COc1cccc(NC(=O)N2CCN(c3cccc(C)c3C)CC2)c1	3	1	-1.5	-4	-4	4	96	0	-5	-2
COc1ccc2c(c1)[nH]c1c(Cl)ncnc12	24	0	-0.8	-10	4	2	164	0	9	-2
O=C(O)c1cccc(S(=O)(=O)Nc2ccc3oc(=O)sc3c2)c1	11	7	-1.0	4	.	63*	97	-3	-4	-1
CCOC(=O)c1ccc(-c2ccc(/C=C(\C#N)C(=O)NCc3cccs3)o2)cc1	-19	-6	39*	-6	-11	-2	100	-7	1	0
COc1ccc(NC(=O)c2cn3c(nc4ccccc43)c(C#N)c2C)cc1	19	5	0.0	-3	2	5	101	0	4	4
C/C(=N\N1CCN(c2ccccc2)CC1)c1ccco1	15	1	-0.5	-5	-2	-7	107	4	5	2
Cc1cc(C(=O)Nc2cccc(-c3ccc(N4CCOCC4)nn3)c2)ccc1[N+](=O)[O-]	1	12	-2.3	-4	-15	-5	86	7	-1	-10
O=C1C2C(C(=O)N1/N=C/c1cc([N+](=O)[O-])ccc1O)C1C=CC2C12CC2 (configuration not stated)	0	15	-1.6	13	-9	4	90	2	-10	-1
CCN(CC)CCNC(=O)c1ccc(NC(=O)COc2ccc3c(c2)CCC3)cc1	3	3	-1.1	-14	-6	11	97	3	-12	-3
Cc1sc2nc(CN3CCOCC3)nc(NS(=O)(=O)c3ccccc3)c2c1C	-1	6	2.3	2	-7	-4	98	-1	-1	-1
Cc1cc(=O)oc2cc(OCCSCCN3CCCCC3)ccc12	2	3	5.0	0	-3	12	89	-8	1	-2
C=CCN(c1ccccc1)S(=O)(=O)c1ccc2c(c1)NC(=O)C(C)S2 (configuration not stated)	8	-4	-0.5	-6	-4	3	100	0	-2	-2
Cc1ccc(CONC(=O)c2ccc([N+](=O)[O-])cc2)cc1	2	8	-0.2	-6	-1	10	100	0	-5	0
CC1=C(C(=O)Nc2ccc(C)cc2C)C(c2cccc(Cl)c2)n2nc(C(=O)OC(C)C)nc2N1 (configuration not stated)	-11	10	-1.5	5	-3	1	103	-1	-1	9

Profiles as entered above. Order of screens: MC4R antagonist, Cardio protect, MC4R barr agon, PDI inh, CaV13 FRET inh, ABHD5-PLIN5 inh, ABCB6 inh MLPCN, Granule exo inh, m5-HT2A agonist, N-glyco inh
CCOC(=O)c1ccc(-c2ccc(/C=C(\C#N)C(=O)NCc3cccs3)o2)cc1 across the screens: -19, -6, 39*, -6, -11, -2, 100, -7, 1, 0
O=C(O)C1CCN(S(=O)(=O)c2cccs2)CC1 across the screens: 0, -1, -1.7, -16, -3, -6, 95, -1, 5, 1
O=C1C2C(C(=O)N1/N=C/c1cc([N+](=O)[O-])ccc1O)C1C=CC2C12CC2 (configuration not stated) across the screens: 0, 15, -1.6, 13, -9, 4, 90, 2, -10, -1
C/C(=N\N1CCN(c2ccccc2)CC1)c1ccco1 across the screens: 15, 1, -0.5, -5, -2, -7, 107, 4, 5, 2
COc1cccc(-c2nc(CS(=O)(=O)CC(=O)N3CCc4ccccc43)c(C)o2)c1 across the screens: 5, 0, -0.8, ., -10, 6, 100, 2, 2, 0

(continued)
SMILES	MC4R antagonist	Cardio protect	MC4R barr agon	PDI inh	CaV13 FRET inh	ABHD5-PLIN5 inh	ABCB6 inh MLPCN	Granule exo inh	m5-HT2A agonist	N-glyco inh
CC(C)Cc1nnc(NC(=O)c2ccc([N+](=O)[O-])cc2)s1	5	-4	1.1	1	.	-1	109	-3	-1	2
COc1ccc(CCNS(=O)(=O)c2ccc3c(c2)n(C)c(=O)c(=O)n3C)cc1OC	2	2	-0.5	-1	-6	0	95	-6	-3	0
NC(Cc1ccc(F)cc1)c1csc(Nc2cc(Oc3ccccc3)ncn2)n1 (configuration not stated)	-3	-7	13*	-2	-5	-12	101	11	-7	-10
Cc1ccc(Cl)cc1NC(=O)COC(=O)CC(C)(C)C	-4	0	-0.9	5	-2	1	95	0	1	-1
COc1ccc(-c2c(C#N)c(SCC(=O)c3cc4ccccc4oc3=O)nc(C)c2C(=O)Nc2ccccc2)cc1	-3	6	-3.0	-2	-4	-3	95	-1	5	3
CCc1nc2c(cnn2-c2ccc(Cl)cc2)c(=O)n1-c1ccc2c(c1)OCCO2	12	-12	-2.3	-4	-6	0	90	1	-2	-3
O=C(O)c1cccc(NC(=O)c2ccc3c(c2)C(=O)N(c2ccccc2)C3=O)c1	12	-3	0.9	-6	-16	0	100	10	0	1
C=CCOc1ccc(/C=C2\SC(=Nc3cccnc3)NC2=O)cc1	7	-1	-2.9	9	-5	-1	98	-3	-4	4
O=C(Nc1ccccc1)/C(=C/c1cccc(Br)c1)NC(=O)c1ccco1	20	-16	-1.6	-8	-2	-3	171	-2	-3	0
CC(=O)N1CCc2cc(S(=O)(=O)NC3CCCc4ccccc43)ccc21 (configuration not stated)	2	-19	1.2	-3	0	3	89	1	-2	-2
Cc1cccc(C)c1NC(=O)COC(=O)CCc1ccc(S(=O)(=O)N2CCCCC2)cc1	11	1	-2.0	0	-2	-1	101	1	0	0
Cc1cccc(NN=C2c3ccccc3-c3ccccc32)c1	3	-13	1.1	19	-2	-4	106	-1	-3	1
O=C(Nc1cccnc1)/C(N=Nc1cccnc1)=C(\O)c1ccccc1	15	2	3.1	-7	-8	-4	93	2	3	0
Cc1cc(N2C(=O)C3CCC(c4ccccc4)CC3C2=O)no1 (configuration not stated)	5	6	1.6	-1	-5	1	101	2	3	2
CCn1c(SCC(=O)O)nc2sc3c(c2c1=O)CCC3	-3	4	-3.3	1	-5	-2	91	0	2	2
COc1ccc(OC)c(NC(=O)CCN2CCCC(C)C2)c1 (configuration not stated)	-2	-1	0.1	3	-5	6	96	-2	-3	4
O=C(OC[C@@H]1CCCN2CCCC[C@H]12)c1cc2ccccc2oc1=O	-1	6	-2.4	-3	-9	-4	91	2	-1	3
O=C(COC(=O)/C=C/c1ccc2c(c1)OCO2)NC1CC1	5	0	-0.9	-2	-1	-1	97	-8	0	1
CCCCCCCCOC(=O)CCc1c(C)[nH]c(=S)[nH]c1=O	1	-8	9.0*	21	.	2	99	7	12	-1
Cc1ccc([N+](=O)[O-])c(NC2OC(CO)C(O)C2O)c1 (configuration not stated)	2	-3	-0.7	-4	-2	7	95	1	5	1
COc1cccc(C(=O)n2cnnc2N)c1OC	2	3	-1.5	-20	-8	-4	112	-3	-3	3
CC(C)c1cc(C(=O)Nc2cccnc2)no1	9	-2	4.2	7	-7	9	97	22	-1	-5
